From PubChem
NCI-60 one-dose screen, 48 h, at 10 µM unless noted. Numbers give growth in % (100 = growth as untreated, 0 = no growth, -100 = all killed).
HCT-15 – HCT-15 colon cancer. 5.2% of 82,000 active
HT29 – HT29 colon cancer; 7.4% of 81,000 active; AID 1794748
KM12 – KM12 colon cancer cells. 5% of 82,000 active
COLO 205 – COLO 205 colon cancer. 7.3% of 79,000 active. AID 1794742
HCT-116 – HCT-116 colon cancer | 7.3% of 82,000 active
SW-620 – SW-620 colon cancer; 5.2% of 82,000 active; AID 1794795
NCI-H322M – NCI-H322M lung cancer | 2.7% of 80,000 active | AID 1794733
SNB-75 – SNB-75 CNS cancer | AID 1794750 | 5% of 79,000 active
HCC-2998 – HCC-2998 colon cancer; 4.7% of 79,000 active
* hit, by the source's call; / = no result given; & = joins results of further samples. The calls were made as follows: active = growth percent below 10; inactive = the rest.

SMILES	HCT-15	HT29	KM12	COLO 205	HCT-116	SW-620	NCI-H322M	SNB-75	HCC-2998
CS(=O)(=O)CCNS(=O)(=O)c1ccc(-c2cnc(C3CC3)o2)cc1	94	99	104	94	92	100	101	97	105
CC(C)(C)OC(=O)Cn1cc(CNC(=O)[C@H](Cc2ccccc2)NC(=O)OCc2ccccc2)nn1	100	/	109	115	132	105	93	95	104
COc1cc(/C=N/Nc2ccccc2C)cc(OC)c1OC	54	95	51	117	88	91	80	106	95
CCOC(=O)CCC(=O)Oc1coc(CSc2nc3ccccc3s2)cc1=O	58	111	118	102	87	103	110	87	/
CC(N)c1nnc(CCC(=O)c2nc3ncccc3[nH]2)o1 (configuration not stated)	104	103	100	107	101	93	92	93	105
O=c1[nH]c(=S)c2ncn(-c3ccccc3)c2[nH]1	100	107	108	109	105	105	93	94	101
O=C(Cn1cc(CN2C(=O)c3ccc([N+](=O)[O-])cc3C2=O)nn1)Nc1ccccc1Br	102	112	102	117	99	97	98	88	101
CCOc1nc(-c2ccccc2)cc2c(O)c(C(=O)NC(C)C)[nH]c(=O)c12	100	125	106	118	101	96	120	103	/
CNC(=O)c1ccc(Cl)c(S(=O)(=O)NC)c1	110	96	120	118	109	110	133	105	114
CCOC(=O)c1cnn(CC(O)c2ccc(F)cc2)c1NC(=O)Nc1cccc(F)c1 (configuration not stated)	92	105	88	/	80	99	101	73	112
COc1cc(-c2nn(-c3ccc(NC(=O)c4cc(C(F)(F)F)cc(C(F)(F)F)c4)cc3)cc2-c2ccncc2)ccc1Cl	42	41	43	77	30	63	99	36	76
C=CCn1cc(-c2nc3ccccc3s2)c2cc(-c3ccc4c5c(cccc35)C(=O)N(CCN3CCNCC3)C4=O)ccc21	16	11	99	107	30	27	97	/	87
CC(=O)c1c[nH]c2c(C)c([N+](=O)[O-])ccc12	102	102	100	112	99	96	106	63	106
COc1ccc(N(C)c2cc(C#N)nc3ccccc23)cc1/C=C/C(=O)NO	-59*	-20*	-37*	-34*	-9.5*	-37*	0.1*	-25*	-95*
CCSc1nc(-c2cc(OC)ccc2OC)cc(-c2ccc(Cl)cc2)c1C#N	73	77	72	/	67	84	80	24	99
CCOC(=O)CN1C(=O)C(=O)c2ccccc21	110&100	112&99	108&112	113	97&94	104&109	111&90	88&72	116&95
Cn1cc(-c2csc(-c3cn(CCN)c4ccc(F)cc34)n2)c2cccnc21	56	75	48	67	77	53	73	76	91
CC1CCCC(C)N1CCOc1cc(N)ccc1C#N (configuration not stated)	99	100	98	98	107	105	92	96	109
Fc1ccc(-n2cc(-c3ccccc3)c3c2ncn2nc(-c4ccc(Cl)cc4)nc32)cc1	103	107	100	113	102	100	114	59	114
O=C(Nc1ccccc1)c1ccccc1O	105&94	107&99	99&96	117&113	99&97	109&106	92&118	96&80	106&103
COc1ccccc1-c1cc(=O)c2c(OC)c(C=O)c(O)cc2o1	92	92	94	96	89	79	117	89	92
O=C(/C=C/c1cccc(Cl)c1)c1cccc(OCCCOc2cccc(C(=O)/C=C/c3cccc(Cl)c3)c2)c1	98	97	97	106	37	91	106	82	109
COc1ccc2c(CCCCC(c3ccccc3)c3ccccc3)c3[n+](cc2c1OC)CCc1cc2c(cc1-3)OCO2	-47*	-74*	-71*	-77*	-53*	-77*	11	-74*	-96*
N#C/C(=C\c1ccc(-c2ccccc2F)o1)c1nc(-c2ccco2)cs1	62	95	64	100	93	96	94	61	68
CN(C)CCn1c2ccc(Cl)cc2c2nc3cc(Cl)c(Cl)cc3nc21	41	45	75	75	29	45	63	65	31
N#C[C@]1(CCCC2CC3C=CC2C3)CC2C=CC1C2 (some centres not stated)	112	108	105	106	92	108	121	108	112
CNC(=O)c1cc(Oc2ccc3nc(NC(=O)Nc4ccc(Cl)c(Cl)c4)sc3c2)ccn1	55	36	57	81	-13*	50	64	-38*	63
Cc1cc2nc3c4ccccc4n(CC[N+](C)(C)[O-])c3nc2cc1C	98	112	106	122	103	97	96	96	107
Cc1cc(C)c2c(S(=O)(=O)N3CCC(C)CC3)[nH]nc2n1	94	118	101	103	114	106	89	90	104
Cc1ncc([N+](=O)[O-])n1CC(C)O (configuration not stated)	109	99	110	115	103	104	/	87	105
CC(C)NC(=O)[C@H](O)[C@@H](N)Cc1ccccc1	102	106	100	114	96	100	99	100	100
COc1cc(C#CC[C@@H]2C[C@]3(C)[C@H]4CC=C5[C@@H]6[C@@H](C)[C@H](C)CC[C@]6(C(=O)O)CC[C@@]5(C)[C@]4(C)CC[C@H]3C(C)(C)[C@H]2O)cc(OC)c1OC	32	46	33	63	27	58	59	83	78
O=C1c2cccc3c(-c4ccc5c(c4)ncn5C4CCCCC4)ccc(c23)C(=O)N1c1nc2ccccc2s1	60	84	84	90	84	108	92	75	93
NC1=NN=C2N(N)C(=O)c3cnn(-c4ccccc4)c3N2c2nc(-c3ccccc3)cc(-c3ccccc3)c21	100	102	103	116	94	104	103	86	107
O=C1Nc2ccc(F)cc2/C1=N/c1nnc(Sc2ccccc2)s1	98	105	88	119	99	92	103	80	104
O=c1oc2c(cc1-c1cc3ccccc3oc1=O)C(O)Oc1ccc(F)cc1-2 (configuration not stated)	76	97	80	103	100	85	94	79	/
O=[N+]([O-])c1ccc2c(Cl)[nH]nc2c1	108	100	112	109	95	103	99	89	108
O=C1c2cc(Cl)ccc2Oc2cc([N+](=O)[O-])ccc2N1c1ccc(Br)cc1F	74	85	89	104	69	91	99	92	107
Nc1nnc2c3c4c(sc3ncn12)CCCC4	105	95	95	111	92	107	96	95	107
C/C(=N/O)c1ccc(NC(=O)CSc2nnc(-c3ccc4nc(-c5ccc(Cl)cc5)[nH]c4c3)o2)cc1	99	93	36	122	69	67	56	56	128
C[C@H](NC(CCc1ccccc1)C(=O)O)C(=O)N1CCC[C@H]1C(=O)O (some centres not stated)	101	105	105	113	104	111	98	100	103
C=C1CC[C@@H]2[C@]3(C)COC(c4cn[nH]c4-c4cccc(Br)c4)O[C@@H]3CC[C@@]2(C)[C@@H]1C/C=C1/C(=O)OCC1O (some centres not stated)	-68*	1.5*	-67*	-58*	-96*	-81*	-0.6*	/	-100*
C[C@@H]1CC2C3CCC4=CC(=O)C=C[C@]4(C)[C@@]3(F)[C@@H](O)C[C@]2(C)[C@@]1(O)C(=O)COP(=O)(O)O (some centres not stated)	107	99	108	119	100	105	98	128	98
O=C(OC[C@@H]1CO1)c1cccc2c(=O)c3ccccc3[nH]c12	-5.1*	-7.3*	-66*	-37*	2.7*	-25*	-13*	-88*	-66*
NCC(O)(c1ccccc1)c1ccccc1	102	100	106	116	98	99	108	88	97
Nc1nc(N)c(-c2ccc(Cl)cc2)c(/C=C/c2ccc([N+](=O)[O-])cc2)n1	66	64	83	/	49	26	47	78	78
Cc1ccc(SC2c3ccc(C)cc3Oc3nc(N)c(C#N)c(N)c32)cc1 (configuration not stated)	31	103	97	63	82	65	104	73	103
O=C1/C(=C/c2cccc3ncccc23)Cc2cc3c(cc21)OCO3	49	53	51	87	52	45	91	100	94
Cc1c(C(=O)NCCc2ccc(N3CCCC3)cc2)[nH]c2ccc(Cl)cc2c1=O	102	98	105	106	92	99	93	97	116
COc1ccc(C(=O)/C=C/c2cc3c(c(OC)c2)OCC(=O)N3)cc1	33	19	15	77	12	15	88	21	68
O=C(Nc1ccc2c(C(F)(F)F)cc(C(F)(F)F)nc2n1)c1ccccc1	102	102	97	118	99	107	95	103	112
C/C(=N\O)C(=O)NCCCCCC(=O)Nc1ccccc1	101	104	103	108	100	104	103	88	101
CC(=O)N/C(=C/c1ccccc1)C(=O)N1CCCC1C(=O)O (configuration not stated)	95	102	102	/	97	101	110	106	99
CSc1nc(N)nc2nc[nH]c12	99	112	117	112	106	142	115	86	108
COc1cc(NC(C)=O)ccc1C(=O)NC(=S)Nc1ccc(C(=O)O)cc1	83	116	76	97	94	93	105	65	105
CC(=O)/C(=C\c1c(-c2ccccc2)[nH]c2ccccc12)S(=O)(=O)c1ccccc1	14	11	-10*	12	9.0*	12	43	-23*	4.8*
COc1ccccc1-c1cn2cc(Cl)sc2n1	98	96	105	111	100	113	81	76	117
Cc1cc(N2CCCCC2)cc(C)c1-c1csc(NC(=O)c2ccncc2)n1	81	69	65	61	21	70	78	56	97
C/C(=N\NC(=O)Cn1c(C(C)C)nc2ccccc21)c1ccccc1C	106	102	96	110	100	99	91	82	112
CC(O)C1CC[C@]2(C)[C@@H]1CC[C@@H]1[C@@]3(C)CC[C@H](O)C(C)(C)[C@@H]3CC[C@]12C (some centres not stated)	101	92	98	109	98	100	105	91	105

Next section
SMILES	HCT-15	HT29	KM12	COLO 205	HCT-116	SW-620	NCI-H322M	SNB-75	HCC-2998
N=c1c2c(-c3ccccc3)c(-c3ccccc3)oc2ncn1N1C(=O)c2ccccc2C1=O	106	104	95	114	103	98	97	73	109
O=C(c1ccccc1)C1OC1C(=O)c1ccccc1 (configuration not stated)	13	10.0*	55	28	-5.1*	28	75	11	70
Nc1ccc2c(c1)C(=O)c1cc(N)c(Cl)cc1-2	105	98	94	58	86	96	61	86	76
Fc1ccc2cc(Cc3nnc(Cc4cc5ccc(F)cc5[nH]4)n3CCCc3cnc[nH]3)[nH]c2c1	102	102	102	122	107	103	110	74	110
O=C(Nc1ccc(-c2n[nH]c(=S)o2)cc1)c1ccccn1	107	121	107	118	104	104	98	89	110
CCCCOc1ccc(S(=O)(=O)N2CCN(c3nccc(N4CCOCC4)n3)CC2)cc1	7.0*	14	16	77	13	35	45	/	34
O=C(CBr)c1cccc2c1ccc1ccccc12	101	110	111	/	105	85	113	97	102
O=c1cc(O)c2ccccc2[nH]1	111&115	119&126	111&113	125&111	104&104	107&118	99&122	97	103&106

Rewritten bar-delimited: part of the list above
canonical_smiles | HCT-15 | HT29 | KM12 | COLO 205 | HCT-116 | SW-620 | NCI-H322M | SNB-75 | HCC-2998
CCOC(=O)CCC(=O)Oc1coc(CSc2nc3ccccc3s2)cc1=O | 58 | 111 | 118 | 102 | 87 | 103 | 110 | 87 | /
CC(N)c1nnc(CCC(=O)c2nc3ncccc3[nH]2)o1 (configuration not stated) | 104 | 103 | 100 | 107 | 101 | 93 | 92 | 93 | 105
O=c1[nH]c(=S)c2ncn(-c3ccccc3)c2[nH]1 | 100 | 107 | 108 | 109 | 105 | 105 | 93 | 94 | 101
O=C(Cn1cc(CN2C(=O)c3ccc([N+](=O)[O-])cc3C2=O)nn1)Nc1ccccc1Br | 102 | 112 | 102 | 117 | 99 | 97 | 98 | 88 | 101
CCOc1nc(-c2ccccc2)cc2c(O)c(C(=O)NC(C)C)[nH]c(=O)c12 | 100 | 125 | 106 | 118 | 101 | 96 | 120 | 103 | /
CNC(=O)c1ccc(Cl)c(S(=O)(=O)NC)c1 | 110 | 96 | 120 | 118 | 109 | 110 | 133 | 105 | 114
CCOC(=O)c1cnn(CC(O)c2ccc(F)cc2)c1NC(=O)Nc1cccc(F)c1 (configuration not stated) | 92 | 105 | 88 | / | 80 | 99 | 101 | 73 | 112
COc1cc(-c2nn(-c3ccc(NC(=O)c4cc(C(F)(F)F)cc(C(F)(F)F)c4)cc3)cc2-c2ccncc2)ccc1Cl | 42 | 41 | 43 | 77 | 30 | 63 | 99 | 36 | 76
C=CCn1cc(-c2nc3ccccc3s2)c2cc(-c3ccc4c5c(cccc35)C(=O)N(CCN3CCNCC3)C4=O)ccc21 | 16 | 11 | 99 | 107 | 30 | 27 | 97 | / | 87
CC(=O)c1c[nH]c2c(C)c([N+](=O)[O-])ccc12 | 102 | 102 | 100 | 112 | 99 | 96 | 106 | 63 | 106
COc1ccc(N(C)c2cc(C#N)nc3ccccc23)cc1/C=C/C(=O)NO | -59* | -20* | -37* | -34* | -9.5* | -37* | 0.1* | -25* | -95*
CCSc1nc(-c2cc(OC)ccc2OC)cc(-c2ccc(Cl)cc2)c1C#N | 73 | 77 | 72 | / | 67 | 84 | 80 | 24 | 99
CCOC(=O)CN1C(=O)C(=O)c2ccccc21 | 110&100 | 112&99 | 108&112 | 113 | 97&94 | 104&109 | 111&90 | 88&72 | 116&95
Cn1cc(-c2csc(-c3cn(CCN)c4ccc(F)cc34)n2)c2cccnc21 | 56 | 75 | 48 | 67 | 77 | 53 | 73 | 76 | 91
CC1CCCC(C)N1CCOc1cc(N)ccc1C#N (configuration not stated) | 99 | 100 | 98 | 98 | 107 | 105 | 92 | 96 | 109
Fc1ccc(-n2cc(-c3ccccc3)c3c2ncn2nc(-c4ccc(Cl)cc4)nc32)cc1 | 103 | 107 | 100 | 113 | 102 | 100 | 114 | 59 | 114
O=C(Nc1ccccc1)c1ccccc1O | 105&94 | 107&99 | 99&96 | 117&113 | 99&97 | 109&106 | 92&118 | 96&80 | 106&103
COc1ccccc1-c1cc(=O)c2c(OC)c(C=O)c(O)cc2o1 | 92 | 92 | 94 | 96 | 89 | 79 | 117 | 89 | 92
O=C(/C=C/c1cccc(Cl)c1)c1cccc(OCCCOc2cccc(C(=O)/C=C/c3cccc(Cl)c3)c2)c1 | 98 | 97 | 97 | 106 | 37 | 91 | 106 | 82 | 109
COc1ccc2c(CCCCC(c3ccccc3)c3ccccc3)c3[n+](cc2c1OC)CCc1cc2c(cc1-3)OCO2 | -47* | -74* | -71* | -77* | -53* | -77* | 11 | -74* | -96*
N#C/C(=C\c1ccc(-c2ccccc2F)o1)c1nc(-c2ccco2)cs1 | 62 | 95 | 64 | 100 | 93 | 96 | 94 | 61 | 68
CN(C)CCn1c2ccc(Cl)cc2c2nc3cc(Cl)c(Cl)cc3nc21 | 41 | 45 | 75 | 75 | 29 | 45 | 63 | 65 | 31

The order is random; about 12% have a hit in one of these screens.
